PhoP GFP inhibition = Inhibition of PhoP regulon, Salmonella typhi GFP reporter cells, confirmation, 4 h (AID 1850). Salmonella Typhi PhoP-promoter GFP reporter, fluorescence, 4 h; higher % means a stronger effect. one-dose inhibition, % at 50 µM; IC50 in µM for titrated hits. 0.33% of 310,000 active; in the data active = a potency from the dose series; inconclusive = inhibition mostly from about 25% at the one dose, without a potency; inactive = the rest, 99 in 100 with inhibition below about 19%;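 also: 0% = induced wells with vehicle and 100% = uninduced wells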
tuberculosis growth = growth inhibition of non-replicating M. tuberculosis (AID 488890). Mycobacterium tuberculosis non-replicating, growth inhibition; higher % means a stronger effect. inhibition, % at 25 µM, or IC50 in µM where a hit was titrated. 0.39% of 320,000 active; in the data active = a potency from the dose series; inconclusive = inhibition mostly from about 82% at the one dose, without a potency; inactive = the rest, 99 in 100 with inhibition below about 76%;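 also: plate controls were DMSO cells for no effect and high antibiotic wells for full effect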
H1N1 NS1A inhibition = H1N1 influenza NS1A inhibitors, functional cell based assay (AID 504329). NS1A functional cell-based assay, percent inhibition; higher % means a stronger effect. one-dose inhibition, % at 12.5 µM; IC50 in µM for titrated hits. 0.3% of 340,000 active; in the data active = a potency from the dose series; inconclusive = inhibition above about 27% without an active follow-up result; also: strong numbers were not always called active
VEEV TC-83 Vero = inhibitors of VEEV TC-83 cytopathic effect, confirmation, Vero cells (AID 588727). Vero cells, VEEV TC-83 cytopathic effect inhibition; higher % means a stronger effect. inhibition, % at 20 µM; hits with a dose series show IC50 in µM. 0.13% of 350,000 active; in the data active = a potency from the dose series; inconclusive = inhibition mostly from about 14% at the one dose, without a potency; inactive = the rest, 99 in 100 with inhibition below about 12%; also: strong numbers were not always called active
M. tuberculosis HTS = M. tuberculosis growth inhibition, HTS (AID 449762); M. tuberculosis H37Rv growth inhibition, 7H9 media; higher % means a stronger effect; inhibition, % at 25 µM, or IC50 in µM where a hit was titrated; 0.59% of 330,000 active; in the data active = a potency from the dose series; inconclusive = inhibition above about 70% without an active follow-up result;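 also: bacterial growth assessed after seven days of incubation; strong numbers were not always called active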
VEEV TC-83 Vero 10K pilot screen = also measured in VEEV TC-83 Vero; calls as there; inhibition, %; measured here: 10K pilot screen inhibition
* hit, by the source's call; i = inactive; ? = inconclusive; nt = no result given.

SMILES	PhoP GFP inhibition	tuberculosis growth	H1N1 NS1A inhibition	VEEV TC-83 Vero	M. tuberculosis HTS	others
Cc1ccc(NC(=O)CN(C)CC(=O)Nc2cccc(F)c2)cc1S(=O)(=O)N1CCCCCC1	9%	19%	4%	5.3%	0%
O=C(c1ccc(F)cc1)N1CCC(C(=O)N2CCN(S(=O)(=O)c3ccccc3Br)CC2)CC1	1%	-5%	-14%	7.0%	-4%
COc1ccc(CCNC(=S)Nc2cc(C)ccc2C)cc1	6%	?	3%	6.0%	-9%
CCC(C(=O)OCC(=O)c1ccc2c(c1)NC(=O)CO2)c1ccccc1 (stereo not drawn)	-1%	11%	-7%	1.9%	0%
CCOc1ccc(N2C(=O)CC(NC3CCCCNC3=O)C2=O)cc1 (stereo not drawn)	8%	61%	-4%	0.3%	-4%
Cn1nnnc1SCC(=O)Nc1nc2ccccc2s1	8%	-10%	10%	2.2%	-6%
CC(C)Oc1ccc(C2CC(=O)N(C)C2=O)cc1 (stereo not drawn)	0%	54%	-5%	0.1%	-5%
COc1ccc(-c2csc(N=C(N)N)n2)cc1	4%	34%	6%	1.1%	-1%
Cc1ccc(Cl)cc1NC(=O)NCCN1CCCCC1	-3%	12%	-6%	i	-1%
COc1cc(OC)cc(C(=O)NNS(=O)(=O)c2ccc(F)cc2)c1	0%	-16%	6%	1.6%	4%
Cc1ccc(S(=O)(=O)c2nc(S(C)(=O)=O)sc2N2CCC(C(N)=O)CC2)cc1	2%	-11%	0%	1.6%	-3%
Cc1ccc(N2CN=c3s/c(=C\c4ccccn4)c(=O)n3C2)cc1	3%	26%	6%	0.7%	7%

Among those listed so far, 4 contain a halogen:
SMILES	PhoP GFP inhibition	tuberculosis growth	H1N1 NS1A inhibition	VEEV TC-83 Vero	M. tuberculosis HTS	others
Cc1ccc(NC(=O)CN(C)CC(=O)Nc2cccc(F)c2)cc1S(=O)(=O)N1CCCCCC1	9%	19%	4%	5.3%	0%
O=C(c1ccc(F)cc1)N1CCC(C(=O)N2CCN(S(=O)(=O)c3ccccc3Br)CC2)CC1	1%	-5%	-14%	7.0%	-4%
Cc1ccc(Cl)cc1NC(=O)NCCN1CCCCC1	-3%	12%	-6%	i	-1%
COc1cc(OC)cc(C(=O)NNS(=O)(=O)c2ccc(F)cc2)c1	0%	-16%	6%	1.6%	4%

New compounds follow:
SMILES	PhoP GFP inhibition	tuberculosis growth	H1N1 NS1A inhibition	VEEV TC-83 Vero	M. tuberculosis HTS	others
Cc1ccc(-c2ccnc3nc(-n4cccc4)nn23)o1	5%	0%	4%	8.8%	15%
COc1ccc(NC(=O)CSc2ccc(NC(C)=O)cc2)cc1S(=O)(=O)N1CCCCC1	-2%	1%	-6%	1.3%	-6%
Cc1ccc(/C=C/C(=O)c2ccccc(=O)c2O)c(C)c1	-7%	69%	27%	0.4%	2%
Cc1ccc(S(=O)(=O)CCC(=O)N2CCc3ccccc32)cc1	6%	2%	2%	0.4%	6%
CC1(C)C2CCC1(CS(=O)(=O)N1CCN(c3ccccc3F)CC1)C(=O)C2 (stereo not drawn)	5%	6%	2%	1.4%	5%
COc1ccc(Nc2nc(-c3ccc4c(c3)NC(=O)CO4)cs2)cc1	-7%	57%	8%	6.5%	?
C/C(=N\NC(N)=S)c1cc(-c2ccccc2)c(-c2ccccc2)s1	3%	76%	-5%	8.8%	63%
Cc1ccc(/C=N/NC(=S)N2CCOCC2)cc1	-2%	18%	4%	0.2%	-5%
Oc1ccc(C[C@H]2CNCCN2CCc2cccc(F)c2)cc1	-13%	0%	-10%	0.9%	-3%	VEEV TC-83 Vero 10K pilot screen=0.0
Cc1ccc(CN2C(=O)C3CCCN3c3ncccc32)cc1 (stereo not drawn)	-6%	6%	4%	1.4%	7%
CCCS(=O)(=O)N1CCN(C2CCC(C)CC2)CC1 (stereo not drawn)	6%	0%	3%	1.6%	-7%
O=C(O)CC1C(=O)NCCN1C/C=C/c1ccccc1 (stereo not drawn)	nt	nt	-3%	0.7%	-1%
CCCCN1CC(O)=C(c2nc3ccccc3s2)C1=N	12%	14%	1%	0.3%	-2%
CC(C)[C@H](NC(=O)c1ccccc1F)C(=O)NCCc1ccccc1	-33%	8%	-1%	i	-2%
CC1CCN(CC(=O)Nc2cccc(Cl)c2)CC1	-13%	0%	-1%	i	-1%
CCOC(=O)/C(=N\Nc1ccccc1Cl)N1CC(C)OC(C)C1 (stereo not drawn)	14%	7%	-4%	i	9%
COc1ccc(C2=NOC(C(=O)Nc3cccnc3)C2)cc1 (stereo not drawn)	10%	21%	8%	3.2%	4%
CC(=O)Nc1ccc(NC(=O)C(C)OC(=O)[C@@H]2CCCN2C(=O)c2cccs2)cc1 (stereo partly drawn)	nt	-2%	-1%	0.1%	2%
CCCCNc1c(-c2ccc(-c3ccc(C(C)=O)cc3)c(OC)c2)nc2cnccn12	-7%	66%	-26%	1.9%	?
CCN(Cc1ccc(OC)c(F)c1)C(=O)C1CCCO1 (stereo not drawn)	7%	1%	-3%	1.1%	11%
CCOC(=O)C1(CCCc2ccccc2)CCN(C(=O)CCc2cnccn2)CC1	1%	12%	11%	5.8%	-1%
c1ccc(-c2csc(NC3=NCCCCC3)n2)cc1	-10%	-7%	-4%	0.1%	2%
COC(=O)c1ccccc1NC(=O)C1CC(c2ccccc2O)=NO1 (stereo not drawn)	7%	33%	-8%	0.8%	12%
COC(=O)c1ccc(-c2ncc[nH]2)cc1	14%	-16%	4%	3.2%	1%
CCCn1ncc(/C=N/O)c1C	7%	7%	nt	i	1%
COC(=O)COc1ccc(S(=O)(=O)NCc2ccco2)cc1Cl	-3%	6%	-7%	6.4%	-5%
COc1ccc(-c2c(NC(=O)C(C)C)n(C)c3ccccc3c2=O)cc1	-2%	-10%	0%	1.7%	-4%
COc1ccc(C(CC(=O)N2CCC3(CC2)OCCO3)NS(=O)(=O)c2ccc(F)cc2)cc1 (stereo not drawn)	-7%	-22%	6%	0.7%	4%
Cc1ccccc1NC(=O)c1c([N+](=O)[O-])c(C(C)(C)C)nn1C	-4%	-5%	-5%	i	3%
CCC(C)NC(=O)CSc1nc2c(sc(=S)n2-c2cc(Cl)ccc2OC)c(=O)[nH]1 (stereo not drawn)	1%	2%	-5%	0.7%	1%
Cc1cc[n+](CC(=O)c2cc3ccccc3oc2=O)cc1	6%	-1%	1%	1.6%	-6%
O=C(Cc1c[nH]c2ccccc12)NCc1ccccc1F	-16%	20%	-1%	0.2%	8%
Cc1ccccc1NC(=S)NC(=O)Cc1ccc(Cl)cc1	-5%	28%	-2%	1.8%	4%
N#Cc1c(-c2cccnc2)c2c([nH]c1=O)-c1ccccc1OC2	-5%	14%	4%	2.1%	-8%
Oc1ccc(-c2nnc(Nc3ccccc3)c3ccccc23)cc1	-9%	35%	-13%	1.3%	-3%
CC(OC(=O)c1nsc(Cl)c1Cl)C(=O)NC(C)(C)C (stereo not drawn)	1%	4%	-1%	1.4%	-4%
CCOc1ccc(NC(=O)NC23CC4CC(CC(C4)C2)C3)cc1	1%	49%	-9%	0.6%	?	VEEV TC-83 Vero 10K pilot screen=3.0
CCNC(=O)c1ccccc1NC(=O)c1cccc(S(=O)(=O)N2CCOCC2)c1	-6%	-4%	-8%	0.0%	1%
CCc1nnc(NC(=O)c2cc(S(=O)(=O)N3CCN(CC)CC3)ccc2Cl)s1	nt	nt	-17%	i	nt
CC(=O)C1=C(O)C(=O)N(Cc2ccco2)C1c1ccccc1 (stereo not drawn)	2%	11%	-5%	0.5%	6%
Cc1nnc(SCC(=O)NCCOc2ccc(Cl)cc2)n1-c1ccccc1	-11%	-9%	4%	0.6%	-7%
C/C(=N\NC(=O)Nc1ccccc1)c1ccc2ccccc2c1	3%	-8%	-3%	1.9%	-1%
Cc1nc(NCCc2ccccc2)c(C#N)c(C)c1[N+](=O)[O-]	-9%	60%	21%	8.0%	66%
O=C(CN1CCCCCC1)N/N=C/c1ccc2ccccc2c1	8%	9%	15%	0.3%	1%
Cc1cc(C)cc(OCC(=O)N2CCN(c3ncccn3)CC2)c1	nt	1%	3%	1.7%	-2%
Cc1cc2n(n1)SC(Nc1cc(Cl)ccc1Cl)N2 (stereo not drawn)	8%	?	-13%	0.5%	-1%
Cc1ccc(NC(=O)c2ccc3nsnc3c2)c(C)c1	-17%	17%	4%	0.5%	6%
Cc1cc([N+](=O)[O-])nn1CCCC(=O)N1CCN(c2ccccc2)CC1	-1%	-10%	5%	0.6%	-5%
CCOc1ccc(-c2nc(N)ncc2Oc2cccc(OC)c2)c(O)c1	-13%	-3%	-7%	8.8%	-5%
N/C(=N\c1nc(CSc2ccccn2)cc(=O)[nH]1)Nc1ccc(Cl)cc1Cl	10%	6%	6%	1.0%	-4%
Cc1onc(-c2ccccc2)c1C(=O)Nc1ccc2c(c1)OCO2	-11%	6%	6%	0.8%	0%
Cc1cc(N2CCCC2)nc(SCC(=O)c2ccccc2)n1	0%	-5%	-5%	1.6%	3%
NC(=O)C(=O)N/N=C/c1c[nH]c2ccc(Br)cc12	19%	10%	15%	2.5%	-2%
CN(C(=O)COC(=O)CN1C(=O)c2ccccc2C1=O)c1c(N)n(Cc2ccccc2)c(=O)[nH]c1=O	0%	-2%	9%	0.5%	-5%
Cc1cccc(C)c1NC(=O)C(=O)NCC1CCCN1S(=O)(=O)c1ccccc1 (stereo not drawn)	-2%	24%	0%	1.9%	3%
Cc1ccc(SCCN2CCC(C)CCC2=O)cc1 (stereo not drawn)	-10%	15%	-5%	i	-7%
CCC(NC(=O)c1cc(COc2ccc(OC)cc2Cl)on1)c1ccncc1 (stereo not drawn)	-7%	8%	-6%	2.3%	3%
Cc1ccc(C2=[N+]([O-])C3(CCCCC/C3=N\NC(N)=S)N(O)C2(C)C)o1 (stereo not drawn)	2%	19%	nt	nt	-11%
Cc1cc(C)c2c(N)c(C(=O)c3cccc(Cl)c3)sc2n1	3%	1%	-5%	8.3%	2%
CCOc1c(Nc2ccccc2O)c(=O)c1=O	-2%	3%	1%	0.4%	2%

As a working copy, 4 of the compounds above:
SMILES	PhoP GFP inhibition	tuberculosis growth	H1N1 NS1A inhibition	VEEV TC-83 Vero	M. tuberculosis HTS	others
CCC(NC(=O)c1cc(COc2ccc(OC)cc2Cl)on1)c1ccncc1 (stereo not drawn)	-7%	8%	-6%	2.3%	3%
Cc1ccc(C2=[N+]([O-])C3(CCCCC/C3=N\NC(N)=S)N(O)C2(C)C)o1 (stereo not drawn)	2%	19%	nt	nt	-11%
Cc1cc(C)c2c(N)c(C(=O)c3cccc(Cl)c3)sc2n1	3%	1%	-5%	8.3%	2%
CCOc1c(Nc2ccccc2O)c(=O)c1=O	-2%	3%	1%	0.4%	2%

Next compounds.
SMILES	PhoP GFP inhibition	tuberculosis growth	H1N1 NS1A inhibition	VEEV TC-83 Vero	M. tuberculosis HTS	others
O=C(CSc1nccc(=O)[nH]1)N1c2ccccc2CCc2ccccc21	0%	4%	4%	i	7%
C/C(Cl)=C/Cn1c(N2CCCC2)nc2c1c(=O)[nH]c(=O)n2C	-1%	-10%	-18%	i	7%
CCOC(=O)CSc1nc(N(C)C)nc(N(C)C#N)n1	-5%	46%	-3%	0.7%	8%
O=C(COc1ccccc1Cl)Nc1nc(-c2ccncc2)cs1	nt	-3%	-7%	8.7%	4%
c1coc(CNc2ncnc3nc[nH]c23)c1	7%	-4%	4%	0.2%	8%
CC(C)C(NC(=O)c1ccc(F)cc1)C(=O)NCC1CCCO1 (stereo not drawn)	6%	-8%	10%	0.4%	-4%
CCCn1c(C)cc(C(=O)COC(=O)c2c(C)nn(-c3ccccc3)c2C)c1C	2%	22%	6%	4.3%	3%
CCOC(=O)c1cc(NC(=O)c2cccnc2)ccn1	2%	19%	-10%	0.8%	-3%
COc1ccc(OCc2nnc3n2N=C(c2ccccc2)C(CC(=O)O)S3)cc1 (stereo not drawn)	7%	?	0%	1.6%	97%
Cc1nc2c(=O)n(-c3cccc(C(F)(F)F)c3)nc(C)c2s1	-7%	-11%	2%	i	7%
O=C(C[C@H]1C/C=C\CC[C@@H](Cc2ccc(F)cc2)C(=O)O[C@@H](c2ccccc2)CNC1=O)N[C@H](CO)Cc1ccccc1	nt	11%	-3%	i	9%
O=C1CCCCCC1C1(O)C(=O)Nc2ccc(Br)cc21 (stereo not drawn)	1%	-15%	-13%	2.2%	5%
CC(C)N(C(=O)CSc1nnc(NC(=O)c2cccs2)s1)C(C)C	-17%	-2%	-53%	8.0%	3%
C=CCN(CC=C)C(=O)Nc1cc(OC)ccc1OC	17%	3%	-5%	0.9%	-2%
COc1cc(F)c(S(=O)(=O)N2CCOc3ccccc32)cc1OC	-4%	-5%	3%	i	3%
O=C(CN1CCCc2ccccc21)N/N=C/c1ccc(O)cc1O	-3%	-12%	6%	13%	30%
Cc1nn(CC2CC2)c(=O)n1-c1ccccc1	4%	-2%	9%	0.6%	4%

Assay outcomes from PubChem.

Compounds were not picked by outcome; any-hit rate near 1.6%.
